Screens: PubChem BioAssay, National Center for Advancing Translational Sciences (NCATS)
JMJD2E inh = qHTS Assay for Inhibitors of Human Jumonji Domain Containing 2E (JMJD2E); Potency, µM (series often up to 57.1 µM), for inactives: at the highest dose activity change, negative = inhibition, most hits filed as inhibitors; 230,000 tested, 1.6% active; Lysine-specific demethylase 4E (Homo sapiens), B2RXH2; JMJD2E catalytic domain, FDH-coupled NADH fluorescence (FDH is formaldehyde dehydrogenase); active = well fitted inhibition curve with a large enough effect, not every such curve was filed as active; inconclusive = small, poorly fitted or top-dose-only effect, or another doubt; inactive = no such curve, though single readings can be large or run the other way;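 note: 0% = wells with enzyme and -100% = buffer wells without enzyme; nearly all actives have a fitted effect of over 50% in size; many of its hits are not listed in these tables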
Target sequence (B2RXH2 1-337 limits assumed): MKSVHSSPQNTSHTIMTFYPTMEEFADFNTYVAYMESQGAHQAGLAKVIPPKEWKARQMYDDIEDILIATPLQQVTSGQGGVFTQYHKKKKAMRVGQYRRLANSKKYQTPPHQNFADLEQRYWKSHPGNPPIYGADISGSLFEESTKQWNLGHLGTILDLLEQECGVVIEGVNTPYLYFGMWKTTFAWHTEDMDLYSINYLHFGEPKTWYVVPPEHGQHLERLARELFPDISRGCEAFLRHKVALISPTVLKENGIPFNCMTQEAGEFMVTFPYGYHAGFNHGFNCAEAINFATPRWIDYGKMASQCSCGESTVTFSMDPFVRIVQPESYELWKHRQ
GAA spleen mod = qHTS Assay for Inhibitors and Activators of Human alpha-Glucosidase From Spleen Homogenate; human spleen homogenate, 4-MU-alpha-glucoside fluorescence; Potency, µM (series often up to 79.9 µM), without a hit: top-dose activity change, negative = inhibition, actives largely listed as inhibitors; 240,000 tested, 0.006% active; AID 2112, 2009;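 note: 0% = enzyme with vehicle and -100% = no enzyme basal signal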
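AC50 values come from Hill-equation fits of concentration-response data, normalized to no-enzyme and full-activity controls. Enzyme source: 1 ug human spleen homogenate; 1 mM fluorogenic 4-MU glucoside, pH 5.0 citrate buffer, 37 C, 40 min.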
GoLoco inh red = qHTS Assay for Inhibitors of RGS12 GoLoco Motif Activity (Red Fluorophore); Potency, µM (highest dose often 61.6 µM), inactives show at the top dose activity, negative = inhibition, actives largely listed as inhibitors; 230,000 tested, 0.44% active; Gai1:RGS12 GoLoco peptide FP, rhodamine, 10 min; Guanine nucleotide-binding protein G(i) subunit alpha-1 (Homo sapiens), P63096; AID 880, 2007; active = well fitted inhibition curve with a large enough effect, not every such curve was filed as active; inactive = no such curve, though single readings can be large or run the other way; note: % is set by controls: 0 for no effect and ±100 for the full control effect; nearly all actives have a fitted effect of over 30% in size; many of its hits are not listed in these tables
GLA spleen mod = qHTS Assay for Inhibitors and Activators of Human alpha-Galactosidase From Spleen Homogenate. Alpha-galactosidase A (Homo sapiens), P06280. human spleen homogenate, 4MU-alpha-Gal fluorescence, 40 min. Potency, µM (doses to about 80 µM), for inactives: at the highest dose activity change, negative = inhibition, hits mostly inhibitors. 240,000 tested, 0.008% active. AID 2107, 2009;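 note: 0% = enzyme with vehicle and -100% = no enzyme basal signal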
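Spleen homogenate 1 ug + cpd (titration) + 4-MU-alpha-D-galactopyranoside 1 mM; 37C 40 min; 50 mM citrate/phosphate pH 5.0, 0.01% Tween-20; stop pH 10; fluorescence 365/440; AC50 via Hill.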
SMN2 splice up = qHTS Assay for Enhancers of SMN2 Splice Variant Expression | AID 1458, 2008 | HEK293 SMN2-luciferase splicing reporter, luminescence, 30-36 h | 210,000 tested, 2.8% active | Potency, µM (series often up to 46.1 µM), for the others: at the top dose activity change, positive = activation, usual class: activators; note: % of control where 0% means no effect; nearly all actives have a fitted effect of over 55% in size
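qHTS luciferase splicing reporter: luminescence rises when SMN2 exon 7 is included in transfected HEK293 cells. Compound exposure lasted 30-36 h at 37C, with 4.5 mM final sodium butyrate as control, followed by a ONE-Glo read.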
GAA glycogen = qHTS Assay for Inhibitors and Activators of Human alpha-Glucosidase Cleavage of Glycogen. recombinant GAA, glycogen substrate, Amplex Red glucose oxidase fluorescence. Potency, µM (series often up to 76.4 µM), without a hit: at the top dose activity change, negative = inhibition, actives largely listed as inhibitors. 300,000 tested, 0.38% active. AID 2100, 2009;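 note: 0% = full enzyme reaction and -100% = no-enzyme basal signal; the screen sought inhibitors and activators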
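Recombinant human enzyme (4 nM); glycogen substrate; 37 C, 40 min, pH 5.0. Readout: coupled glucose oxidase/Amplex Red fluorescence.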
GAA inh = qHTS Assay for Inhibitors of Human alpha-Glucosidase as a Potential Chaperone Treatment of Pompe Disease; Lysosomal alpha-glucosidase (Homo sapiens), P10253; purified human GAA, 4-MU-alpha-glucoside fluorescence; Potency, µM (doses to about 76.9 µM), for the others: at the top dose activity change, negative = inhibition, most hits filed as inhibitors; 200,000 tested, 0.005% active;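 note: plate controls were uninhibited enzyme wells for no effect and no-enzyme background for full effect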
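Human alpha-glucosidase, 4 nM, pre-mixed with test compounds before 400 uM 4-methylumbelliferyl substrate; 20 min room temperature at pH 5.0. Fluorescence read after pH 10 stop; AC50 values from Hill-equation fits.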
ALDH1A1 inh = qHTS Assay for Inhibitors of Aldehyde Dehydrogenase 1 (ALDH1A1). Purified ALDH1A1, NADH fluorescence, propionaldehyde substrate. Potency, µM (titrated, usually from 75.3 µM), for the others: at the top dose activity, negative = inhibition, usual class: inhibitors. 220,000 tested, 7.3% active. AID 1030, 2008; active = well fitted inhibition curve with a large enough effect, not every such curve was filed as active; inconclusive = small, poorly fitted or top-dose-only effect, or another doubt; inactive = no such curve, though single readings can be large or run the other way;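 note: plate controls were no enzyme wells and a reference inhibitor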
Target sequence (P00352 whole entry, looked up): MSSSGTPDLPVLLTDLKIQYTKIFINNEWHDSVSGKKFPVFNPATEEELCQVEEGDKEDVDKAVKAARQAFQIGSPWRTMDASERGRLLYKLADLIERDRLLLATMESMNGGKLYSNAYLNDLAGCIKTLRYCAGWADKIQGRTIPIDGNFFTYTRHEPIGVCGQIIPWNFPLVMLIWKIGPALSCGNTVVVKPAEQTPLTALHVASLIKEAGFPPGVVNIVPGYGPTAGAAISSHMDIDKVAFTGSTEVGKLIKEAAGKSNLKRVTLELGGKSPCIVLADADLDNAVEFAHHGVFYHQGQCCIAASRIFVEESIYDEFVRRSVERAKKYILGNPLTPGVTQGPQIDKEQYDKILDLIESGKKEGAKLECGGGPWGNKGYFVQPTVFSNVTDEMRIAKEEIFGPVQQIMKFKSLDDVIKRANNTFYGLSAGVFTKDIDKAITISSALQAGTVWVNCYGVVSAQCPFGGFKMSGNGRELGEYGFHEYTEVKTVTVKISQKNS
Active calls of the source: *; ? = inconclusive; nt = not tested or not shown; & = joins results of further samples; [ ] = remark or other dose. Unless noted, calls come from the whole dose curve; as a rule, active = well fitted curve in the direction sought with a large enough effect; inconclusive = small, poorly fitted or top-dose-only effect, or another doubt; inactive = no such curve, though single readings can be large; an effect the other way counts as inactive or inconclusive. Potency is the fitted concentration of half-maximal effect. Some of the compounds tested; the hit share may differ from the screen's.

structure	JMJD2E inh	GAA spleen mod	GoLoco inh red	GLA spleen mod	SMN2 splice up	GAA glycogen	GAA inh	ALDH1A1 inh
O=C(COC(=O)C1=COCCO1)NC1CCCCCCC1	9.3%	-0.1%	5.8%	5.2%	-2.6%	-2.7%	-16.0%	2.7%
CCN(C(=O)[C@@H]1CCCN1C(=O)c1cccs1)c1nc2cc(Cl)ccc2s1	-5.9%	-2.2%	12.8%	-0.5%	16.4%	-9.2%	-8.7%	-5.5%
C=C(C)C(N)=O	nt	-8.1%	8.9%	-8.9%	0.9%	nt	nt	10.3%
Cc1ccccc1CS(=O)(=O)c1nnc([C@H](CC(C)C)NC(=O)OC(C)(C)C)o1	-4.1%	-5.3%	-8.8%	-0.1%	-6.5%	-9.6%	-13.0%	0.4%
O=C(c1cccc(C(=O)N2CCN(c3ccccc3F)CC2)n1)N1CCN(c2ccccc2F)CC1	5.8%	-6.2%	-5.4%	3.9%	?	1.6%	0.7%	-3.3%
S=C(NC1CCCC1)N1CCN(c2ncccn2)CC1	-4.0%	9.4%	19.3%	4.1%	-9.5%	-19.4%	3.8%	-10.1%
N#CCC(=N)N1CCN(c2ccc(Cl)cc2)CC1	?	-2.1%	-1.9%	0.9%	-12.7%	17.9%	-7.3%	17.2%
COCCNC(=S)NCCCNc1nc2cc3c(cc2cc1C#N)OCO3	-0.8%	5.0%	87.5%[activator]	-1.6%	-18.3%	-15.7%	7.5%	?
CCOc1ccc2nc(SCC(=O)N3CCN(C(=O)c4ccco4)CC3)sc2c1	2.3%	-8.5%	5.0%	-23.0%	-14.3%	3.6%	-1.4%	?
O=C1CCC(C(=O)Nc2ccccc2)N1 (stereo not given)	-0.8%	-6.2%	2.6%	-0.1%	6.8%	8.9%	3.3%	1.0%
Cc1c(Cl)cccc1NC(=S)NN1CCOCC1	2.1%	-2.0%	6.2%	2.2%	11.4%	-10.0%	2.5%	-1.9%
Cc1ccc(/C=C/C(=O)OCC(=O)NCCN2C(=O)CSC2=O)o1	-2.0%	3.2%	-1.6%	0.9%	18.4%	-8.0%	5.8%	?
O=C(O)c1nn(-c2ccccc2)ccc1=O	9.7%	-1.3%	2.6%	-0.6%	-12.2%	11.9%	2.0%	-3.8%
Cc1ccc(-c2csc(N(Cc3ccco3)C(=O)c3cccs3)n2)cc1	?	4.1%	2.7%	2.5%	-6.4%	-16.2%	-4.5%	?
O=C(NC1CC1)C1CCN(C2CCN(C(=O)c3ccc4cccc(F)c4n3)CC2)CC1	4.7%	-1.4%	1.9%	-2.1%	nt	19.4%	5.8%	7.0%
Clc1ccc(C2[C@H]3CN(Cc4ccc(-c5ccccc5)cc4)[C@H](c4ccccc4)C34CC2(c2cccnc2)C4)cn1 (stereo not given in full)	-22.3%	1.3%&-1.7%	7.7%&34.9%	-5.0%&0.5%	-3.7%	-4.5%	nt	1.3%
CCOC(=O)C1=C(C)NC2=C(C(=O)CC(C)(C)C2)C1c1coc2ccccc2c1=O (stereo not given)	-15.5%	-3.2%	14.1%	-6.6%	1.4%	-4.8%	0.7%	3.6%
CCc1c(C)sc(NC(NC(C)=O)(C(=O)OC)C(F)(F)F)c1C#N (stereo not given)	-1.6%	8.2%	0.9%	5.0%	6.6%	?	1.0%	9.4%
C=CCN(CC(=O)NC1CCS(=O)(=O)C1)S(=O)(=O)c1ccccc1C(F)(F)F (stereo not given)	-5.8%	1.2%	-1.1%	3.2%	4.8%	-0.9%	-5.0%	11.6%
Cc1ccc(N)cc1O	nt	9.8%	2.4%	8.1%	-3.2%	nt	nt	-3.0%
Cc1nnc(C)n1/N=C/c1cccc([N+](=O)[O-])c1	1.3%	0.6%	5.7%	3.4%	1.7%	-3.3%	3.0%	?
CC(NC(=O)c1ccc(OC2CCN(C(=O)c3cccnc3)CC2)cc1)C1CC1 (stereo not given)	5.4%	-9.8%	1.0%	6.7%	nt	-9.3%	-4.7%	?
CC(C)Oc1ccccc1C1CC(=O)Nc2c1c(=O)n(C)c(=O)n2C (stereo not given)	0.1%	-4.5%	-9.9%	-0.7%	-10.4%	-10.5%	-0.2%	8.0%
Cc1ccsc1/C=C/c1ccc2ccccc2n1	?	1.4%	14.7%	-10.8%	0.891µM*	-3.3%	2.7%	-14.4%
CC(=O)N1CCN(c2ccc(Oc3nnnn3-c3ccccc3)cc2)CC1	-1.1%	6.0%	-6.4%	5.4%	-46.3%[inhibitor]	3.1%	4.7%	-13.8%
O=C(Nc1ccc2c(c1)CCC2)c1ccccc1	1.1%	-1.9%	5.2%	-4.0%	2µM*	4.7%	?	1.4%
CCC(=O)Nc1ccc2c(c1)ncn2-c1ccccc1OC	9.6%	1.6%	6.3%	-10.1%	4.1%	2.1%	-0.8%	-5.4%
CCOc1ccccc1-c1nc(-c2cccc(Br)c2)no1	-13.2%	-5.9%	15.6%	-6.1%	?	-12.4%	-0.1%	10.6%
Oc1ccc2ccccc2c1CNc1cnc2ccccc2c1	?	11.9%	5.5%	20.4%	-0.7%	-7.3%	?	?
Clc1ccc(-c2c[n+]3c(n2-c2ccccc2)SCC3)cc1	8.2%	3.7%	-0.8%	4.2%	-13.5%	1.3%	-6.0%	5.4%

A different layout for part of the listing above:
Screens in order – JMJD2E inh | GAA spleen mod | GoLoco inh red | GLA spleen mod | SMN2 splice up | GAA glycogen | GAA inh | ALDH1A1 inh
CC(=O)N1CCN(c2ccc(Oc3nnnn3-c3ccccc3)cc2)CC1
 : -1.1% | 6.0% | -6.4% | 5.4% | -46.3%[inhibitor] | 3.1% | 4.7% | -13.8%
O=C(Nc1ccc2c(c1)CCC2)c1ccccc1
 : 1.1% | -1.9% | 5.2% | -4.0% | 2µM* | 4.7% | ? | 1.4%
CCC(=O)Nc1ccc2c(c1)ncn2-c1ccccc1OC
 : 9.6% | 1.6% | 6.3% | -10.1% | 4.1% | 2.1% | -0.8% | -5.4%

(listing goes on)
structure	JMJD2E inh	GAA spleen mod	GoLoco inh red	GLA spleen mod	SMN2 splice up	GAA glycogen	GAA inh	ALDH1A1 inh
Cc1cc(C)cc(N(CC(=O)NCCSCc2ccco2)S(C)(=O)=O)c1	-7.7%	0.8%	56.5%[activator]	-2.9%	nt	1.0%	13.0%	-2.4%
Cc1nc2cc(-c3ccc(Cl)cc3)nn2c(NCCN(C)C)c1C	-2.0%	-1.2%	16.5%	-1.1%	nt	0.9%	?	?
O=C(NCc1ccc(F)cc1Cl)C1CCN(S(=O)(=O)N2CCC3(CC2)OCCO3)CC1	-1.7%	-2.9%	2.4%	3.7%	-20.3%	-6.8%	?	?
CC(C)(c1ccccc1)c1ccc(OCCN)cc1	3.4%	-1.2%	11.1%	-2.5%	?	20.1%	12.6%	4.6%
COc1ccc(C(=O)COC(=O)CCc2nc3ccccc3[nH]c2=O)cc1Br	-11.4%	3.5%	15.0%	2.6%	2.9%	4.5%	2.3%	5.9%
CCCN1C(=O)CSC1=Nc1ccccc1	3.5%	-1.4%	13.6%	-9.0%	nt	13.8%	1.2%	-3.9%
O=C(Nc1ccc(-c2nnc(-c3ccccc3)o2)cc1)C(F)(F)F	-4.5%	3.6%	nt	11.9%	nt	4.3%	2.3%	8.3%
CC(=O)N1CCN(c2ccccc2NC(=O)COc2ccccc2C)CC1	-10.7%	1.1%	11.4%	4.4%	-6.4%	1.8%	4.2%	?
O=C(CSc1nc2ccccc2o1)N1CCN(C(=O)c2ccco2)CC1	2.3%	0.7%	-2.9%	-4.2%	-8.1%	1.6%	2.7%	12.6µM*
Cn1c(C(=O)NCC2CCCO2)cc2oc3ccccc3c21 (stereo not given)	1.7%	-3.6%	1.6%	-3.6%	6.1%	-4.0%	-2.9%	-6.7%
C=CCn1c(-c2ccc(Cl)cc2)cnc1SC(C)C(N)=O (stereo not given)	-7.4%	0.2%	10.1%	3.4%	nt	-5.0%	2.1%	?
CC(C)OC(=O)NCCOC(=O)Nc1ccccc1Cl	-0.4%	2.2%	-3.7%	-2.6%	-55.2%[inhibitor]	1.1%	12.2%	-1.6%
Cc1ccc(C)c(NC(=O)CN(C)C(=O)Cc2ccccc2)c1	0.1%	-0.5%	-1.3%	6.0%	-1.1%	14.1%	0.1%	8.6%
CCOc1ccc(NC(=O)c2sc(NC(C)=O)c(C(=O)OC)c2C)cc1	?	4.2%	10.7%	2.7%	nt	4.0%	7.5%	?
CCCc1ccc(-c2ccc(C(=O)O)cc2)nc1	-1.4%	0.1%	1.3%	6.1%	2.51µM*	1.0%	-0.7%	8.9%
CC(C)OC(=O)CSc1nnc2c3ccccc3n(C)c2n1	-22.5%	-2.7%	23.8%	0.7%	-7.8%	-18.4%	?	?
Cn1cc(Br)c(C(=O)NNC(=O)c2ccc(Cl)cc2)n1	-4.4%	-12.0%	-2.6%	0.6%	?	-2.5%	-18.9%	8.6%
O=C(CCSCCc1ccccn1)Nc1ccc(Cl)cn1	-1.4%	-3.0%	5.6%	-0.3%	20.6%	5.9%	-9.5%	?
O=C(OCCN=C1NS(=O)(=O)c2ccccc21)C1CC(=O)N(c2ccc3ccccc3c2)C1 (stereo not given)	5.8%	-5.0%	30.2%[activator]	2.8%	-24.1%	-1.9%	?	?
CN1C(=O)NC(c2ccc(O)cc2)C2=C1CN(c1ccc(O)cc1)C2=O (stereo not given)	8.2%	5.3%	7.6%	-4.4%	20.1%	2.6%	2.5%	-0.7%
Cc1onc(-c2ccccc2)c1C(=O)Nc1nc2c(s1)CCCC2	?	-15.5%	-0.8%	8.7%	-9.5%	-4.2%	-2.3%	?
